Tau fibril FP – tau fibrillization inhibition (FP); K18 P301L tau heparin fibrillization, Alexa594 FP, 6 h; P10636; AID 1468; 0.39% of 280,000 active; Potency, µM (series often up to 57.7 µM), inactives show at the top dose activity, negative = inhibition, actives largely listed as inhibitors; also: % is scaled to controls: 0 for no effect and ±100 for the full control effect; nearly all actives have a fitted effect of over 55% in size
Target sequence (P10636 561-689 P618L limits assumed): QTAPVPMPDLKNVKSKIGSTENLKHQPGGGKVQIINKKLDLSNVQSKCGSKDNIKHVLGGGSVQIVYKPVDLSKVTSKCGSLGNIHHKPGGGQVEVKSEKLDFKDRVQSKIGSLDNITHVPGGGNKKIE
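Read-out: fluorescence polarization of Alexa 594-labeled tau (0.24 uM), 555 nm excitation, 632 nm emission. Mixtures held 15 uM unlabeled K18 P301L, compound and 20 uM heparin, pH 7 acetate buffer, incubated 6 hr at 37 C.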
KDM4E inh – JMJD2E (human) inhibition; JMJD2E catalytic domain, FDH-coupled NADH fluorescence (FDH is formaldehyde dehydrogenase); Potency, µM (highest dose often 57.1 µM), without a hit: at the highest dose activity change, negative = inhibition, most hits filed as inhibitors; 1.6% of 230,000 active; AID 2147; active = well fitted inhibition curve with a large enough effect, not every such curve was filed as active; inconclusive = small, poorly fitted or top-dose-only effect, or another doubt; inactive = no such curve, though single readings can be large or run the other way;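 also: 0% = wells with enzyme and -100% = buffer wells without enzyme; nearly all actives have a fitted effect of over 50% in size; many of its hits are not listed in these tables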
Target sequence (B2RXH2 1-337 limits assumed): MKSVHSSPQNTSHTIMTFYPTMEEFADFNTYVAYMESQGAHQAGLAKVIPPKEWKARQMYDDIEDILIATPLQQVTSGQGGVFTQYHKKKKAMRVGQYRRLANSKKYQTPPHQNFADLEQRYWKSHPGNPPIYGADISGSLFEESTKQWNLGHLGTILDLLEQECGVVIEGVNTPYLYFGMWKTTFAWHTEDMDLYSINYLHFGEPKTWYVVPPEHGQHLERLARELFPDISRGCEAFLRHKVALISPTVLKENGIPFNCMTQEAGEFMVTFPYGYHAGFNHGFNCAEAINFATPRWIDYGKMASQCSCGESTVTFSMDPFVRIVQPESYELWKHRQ
Tau fibril ThT – blocks human tau fibril formation measured by thioflavin T. Potency, µM (titrated, usually from 57.4 µM), for the others: at the highest dose activity, negative = inhibition, hits mostly inhibitors. AID 1460. recombinant tau K18 P301L, heparin-induced fibrillization, ThT fluorescence. 2.1% of 270,000 active; also: % is scaled to controls: 0 for no effect and ±100 for the full control effect; nearly all actives have a fitted effect of over 55% in size
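In this qHTS, human K18 P301L tau is incubated with compound and heparin for 6 hr at 37 C, and Thioflavin T fluorescence then reports fibril load.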
HTT ATP protect – protects HTT-Q103 PC12 cells, measured by ATP | PC12 HTT-Q103 induced, cytoprotection, ATP luminescence, 40 h | Potency, µM (titrated, usually from 56.4 µM), for inactives: cytoprotection (ATP increase), hits mostly activators | 0.14% of 230,000 active | AID 1471;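 also: % of control where 0% means no effect; nearly all actives have a fitted effect of over 45% in size; toxic huntingtin expression switched on by the ecdysone agonist tebufenozide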
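Quantitative HTS on tebufenozide-induced (100 nM) PC12 cells expressing HTTQ103 exon 1–GFP; compounds tested as a concentration series; survival measured via cellular ATP.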
Tau fluor cs – counter-screen for tau fibril formation inhibitors. tau K18 P301L Alexa594 fluorescence, heparin fibrillization. 0.93% of 280,000 active. Potency, µM (top dose mostly 57.7 µM), for the others: top-dose activity change, negative = decrease; also: % is scaled to controls: 0 for no effect and ±100 for the full control effect; nearly all actives have a fitted effect of over 55% in size
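Human tau K18 P301L (15 uM unlabeled, 0.24 uM Alexa 594-labeled) in 100 mM sodium acetate pH 7 with 20 uM heparin, 6 hr at 37 C. ThT 30 uM added, 1 hr ambient; Alexa 594 FP and total fluorescence read at 555/632 nm.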
ALDH1A1 inh – blocks purified human ALDH1A1 activity. AID 1030. Potency, µM (series often up to 75.3 µM), for inactives: at the highest dose activity, negative = inhibition, usual class: inhibitors. Purified ALDH1A1, NADH fluorescence, propionaldehyde substrate. P00352. 7.3% of 220,000 active; active = well fitted inhibition curve with a large enough effect, not every such curve was filed as active; inconclusive = small, poorly fitted or top-dose-only effect, or another doubt; inactive = no such curve, though single readings can be large or run the other way;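 also: plate controls were no enzyme wells and a reference inhibitor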
Target sequence (P00352 whole entry, looked up): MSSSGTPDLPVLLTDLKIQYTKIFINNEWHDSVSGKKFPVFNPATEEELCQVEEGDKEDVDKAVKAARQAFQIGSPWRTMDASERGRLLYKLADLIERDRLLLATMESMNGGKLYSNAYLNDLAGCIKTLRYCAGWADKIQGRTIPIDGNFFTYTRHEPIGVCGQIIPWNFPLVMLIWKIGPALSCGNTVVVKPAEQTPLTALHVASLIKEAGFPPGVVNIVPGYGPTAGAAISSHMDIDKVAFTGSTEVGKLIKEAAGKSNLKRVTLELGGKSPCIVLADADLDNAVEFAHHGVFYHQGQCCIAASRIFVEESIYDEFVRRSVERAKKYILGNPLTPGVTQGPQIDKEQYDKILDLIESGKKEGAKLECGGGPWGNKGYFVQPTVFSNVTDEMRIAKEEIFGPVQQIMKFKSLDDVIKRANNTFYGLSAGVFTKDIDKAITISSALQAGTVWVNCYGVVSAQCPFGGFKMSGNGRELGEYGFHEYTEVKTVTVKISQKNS
HTT aggregate – mutant huntingtin aggregation inhibition. PC12 HttQ103-GFP aggregates, Acumen cytometry, 40 h. Potency, µM (top dose mostly 46.1 µM), for inactives: at the highest dose activity change, negative = inhibition, usual class: inhibitors. 1.1% of 220,000 active. AID 1688; also: % is scaled to controls: 0 for no effect and ±100 for the full control effect; nearly all actives have a fitted effect of over 60% in size
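Steps: seed 1500 PC12 HTTQ103-GFP cells/well; add tebufenozide, 100 nM final; add compound titration; add ATPLite reagent; quantify GFP aggregates by laser scanning cytometry.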
SMN2 splice up – SMN2 splice variant enhancement; HEK293 SMN2-luciferase splicing reporter, luminescence, 30-36 h; Potency, µM (series often up to 46.1 µM), inactives show top-dose activity change, positive = activation, actives largely listed as activators; 2.8% of 210,000 active; AID 1458; also: % of control where 0% means no effect; nearly all actives have a fitted effect of over 55% in size
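HEK293 cells carry an SMN2 […]–luciferase reporter in which exon 7 inclusion puts luciferase in frame. Cells were plated 10-12 h before compound addition, then incubated 30-36 h at 37C. ONE-Glo luminescence was read; sodium butyrate at 4.5 mM final served as control.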
Active calls of the source: *; ? = inconclusive; · = no result given; & = joins results of further samples; [ ] = remark or other dose. Unless noted, calls follow the shape of the dose curve; as a rule, active = well fitted curve in the direction sought with a large enough effect; inconclusive = small, poorly fitted or top-dose-only effect, or another doubt; inactive = no such curve, though single readings can be large; an effect the other way counts as inactive or inconclusive. Potency is read from the fitted curve at half-maximal effect.

SMILES	Tau fibril FP	KDM4E inh	Tau fibril ThT	HTT ATP protect	Tau fluor cs	ALDH1A1 inh	HTT aggregate	SMN2 splice up
COc1cccc(NC(=S)N(CCN2CCCCC2)Cc2ccco2)c1	-5.8%	-6.0%	-5.1%	-11.9%	-6.8%	?	3.9%	-2.1%
COc1ccccc1NS(=O)(=O)c1cc(NC(=O)CCC(=O)c2cccs2)ccc1Cl	-14.5%	-5.1%	0.9%	5.3%[10 µM]	-25.4%	?	10.5%	-29.1%
COc1cc(NC(=S)Nc2ccc(S(=O)(=O)N3CCOCC3)cc2)cc(OC)c1OC	0.0%	-2.4%	-0.8%	-2.9%	-13.6%	9.8%	-1.0%	-16.9%
Cc1ccc(CNC(=O)Cc2ccc(-n3c(=O)[nH]c4ccsc4c3=O)cc2)cc1	4.3%	2.7%	-9.3%	-41.0%[10 µM]	-2.3%	16.9%	11.1%	5.3%
C/C(=N\NC(=O)c1cccc(N/N=C(\C)c2ccncc2)c1)c1ccncc1	-0.9%	5.5%	?	-46.1%	-19.3%	?	1.2%	9.0%
Cc1nc(Nc2nc(CSc3ccc(Cl)cc3)cc(=O)[nH]2)nc2ccccc12	5.0%	7.0%	14.6%	-14.5%[10 µM]	3.7%	4.2%	-1.8%	-23.8%
O=C(CN1CCN(c2ccc(Cl)cc2)CC1)Nc1ccc(F)c(F)c1	1.6%&6.2%	6.6%	-5.3%&-10.0%	-5.4%	?	-1.5%	-8.1%	-7.0%
O=C(NCCN1CCCC1=O)Nc1ccccc1	-0.1%	3.7%	-6.2%	-3.5%	0.3%	-1.1%	-16.3%	19.2%
Nc1c(C(=O)N/N=C/c2ccc([N+](=O)[O-])cc2)cnn1-c1ccccc1	14.2%	-0.5%	?	1.2%[10 µM]	-12.2%	·	30.0%[9.22 µM]	·
CCn1c(SCC(=O)Nc2cccc(C)n2)nc2c1c(=O)n(C)c(=O)n2C	4.7%	-18.1%	4.2%	12.1%[10 µM]	1.1%	-0.7%	0.6%[9.22 µM]	·
Nc1c(Cl)ncnc1N/N=C/c1cccc(O)c1	9.0%	-4.0%	?	-10.1%[10 µM]	?	·	-9.9%[9.22 µM]	·
Cc1onc(-c2c(Cl)cccc2Cl)c1NC(=O)NNc1ccccc1	-6.4%	-8.0%	?	-14.9%[10 µM]	-24.1%	5.4%	-11.0%[9.22 µM]	·
COc1ccccc1NC(=O)CSc1nnc(CCNC(=O)c2ccc(C)cc2)n1C	3.0%	4.4%	-6.8%	2.8%[10 µM]	-5.9%	-6.5%	-6.9%[9.22 µM]	·
O=C(c1ccco1)N1CCN(C(=O)C2CCCc3c2[nH]c2ccc(Cl)cc32)CC1 (stereo unspecified)	12.7%	11.1%	?	2.9%	-26.6%	6.1%	-8.3%	275.2%
O=C(NC1CCCC1)c1c[nH]c2ccc(S(=O)(=O)Nc3cccc(C(F)(F)F)c3)cc2c1=O	10µM*	·	10.9%	·	?	·	·	-59.9%[inhibitor]
CCOC(=O)c1c(Cc2ccccc2)c[nH]c1C	-3.8%	8.2%	-8.0%	-44.9%[inhibitor]	-22.1%	-36.1%	-4.9%	-35.0%[inhibitor]
Cc1occc1-c1nnc(SCC(=O)NCc2cccs2)n1CC1CCCO1 (stereo unspecified)	0.2%	5.6%	5.6%	-13.2%[10 µM]	1.6%	8.9%	-2.0%	-5.5%
CCc1cccc(C)c1NC(=O)Nc1csc2c1CCCC2	2.7%	·	2.1%	·	0.3%	·	·	2.4%
O=C(c1cnn2c(C(F)F)cc(C3CC3)nc12)N1CCCC1	-1.4%	-1.5%	-7.5%	11.7%[10 µM]	-7.1%	0.5%	7.0%	-1.2%
Cc1cccc(N2C(=O)N(c3ccccc3C)C3CS(=O)(=O)CC32)c1 (stereo unspecified)	-0.7%	2.3%	6.4%	6.4%	-0.6%	-7.6%	1.6%	-4.9%

Just HTT aggregate (6 entries from above):
compound	HTT aggregate
Cc1nc(Nc2nc(CSc3ccc(Cl)cc3)cc(=O)[nH]2)nc2ccccc12	-1.8%
O=C(CN1CCN(c2ccc(Cl)cc2)CC1)Nc1ccc(F)c(F)c1	-8.1%
O=C(NCCN1CCCC1=O)Nc1ccccc1	-16.3%
Nc1c(C(=O)N/N=C/c2ccc([N+](=O)[O-])cc2)cnn1-c1ccccc1	30.0%[9.22 µM]
CCn1c(SCC(=O)Nc2cccc(C)n2)nc2c1c(=O)n(C)c(=O)n2C	0.6%[9.22 µM]
Nc1c(Cl)ncnc1N/N=C/c1cccc(O)c1	-9.9%[9.22 µM]

Later entries:
SMILES	Tau fibril FP	KDM4E inh	Tau fibril ThT	HTT ATP protect	Tau fluor cs	ALDH1A1 inh	HTT aggregate	SMN2 splice up
O=C(O)C1C(C(=O)O)C1(c1ccccc1)c1ccccc1 (stereo unspecified)	-9.9%	7.0%	-2.0%	8.3%[10 µM]	-3.2%	·	-19.3%[9.22 µM]	·
O=C(CCSc1ccc(Cl)cc1)N1CCN(c2ncccn2)CC1	9.0%	-9.0%	?	-19.9%	-3.4%	-3.7%	-10.5%	8.3%
CCOC(=O)N1CCc2c(sc3c2c(=O)n(-c2ccc(CC)cc2)c(=O)n3Cc2cc(C)ccc2C)C1	0.1%	·	-1.7%	·	-0.7%	·	·	-6.1%
CCC(=O)N1C(=O)C2(Nc3ccccc3N2)c2ccccc21	-4.6%	-28.7%	9.3%	-18.3%	5.7%	5.2%	?	-20.3%
CCOC(=O)c1ccc(NC2c3ncccc3C(=O)N2Cc2ccc(F)cc2)cc1 (stereo unspecified)	-7.3%	-10.8%	3.2%	-7.9%	-9.0%	-12.1%	2.3%	-6.1%
CC(C)CN(CCC(=O)O)CC(C)C	6.6%	-5.1%	-4.5%	-4.8%	-1.4%	17.5%	6.7%	-0.4%
O=C(O)CNC(=O)CC1S/C(=N/N=C2/NC(=O)CS2)NC1=O (stereo unspecified)	-3.4%	34.2%[activator]	?	0.2%	-9.7%	-4.7%	2.7%	10.2%
COc1ccc(C2CC(Cn3cc(C#N)c(=O)n(C)c3=O)ON2C)cc1 (stereo unspecified)	1.5%	3.0%	-4.0%	-6.2%[10 µM]	-3.9%	-3.3%	1.6%	-2.9%
COc1ccccc1NC1=Nc2cccc3cccc1c23	-8.9%	2.6%	?	36.7%[10 µM]	?	·	12.2%[9.22 µM]	·
N/C(=N\OC(=O)CCCOc1ccccc1)c1ccccc1	-7.8%	6.7%	-6.7%	?	-8.2%	4.6%	27.5%	0.7%
COc1ccccc1Cn1cc(C(=O)c2ccccc2)c(=O)c2cc(OC)c(OC)cc21	-7.0%	·	?	·	-11.2%	·	·	-9.4%
COc1ccc(NC(=O)CCN2CCN(c3cccc(Cl)c3)CC2)cc1	-4.3%	·	?	·	-21.3%	·	·	-14.2%
Cc1ccc(C(=O)NC(=S)NCc2cccnc2)cc1	-2.0%	-3.3%	-1.5%	-8.2%	-0.3%	-2.0%	-0.1%	12.3%
CCCc1noc2c1/C(=N\O)CC(CC(C)SCC)C2 (stereo unspecified)	-8.2%	0.4%	-16.5%	16.7%[10 µM]	-21.2%	?	-10.9%	-7.3%
COC(=O)NCC(c1ccco1)N1CCN(c2ccc(OC)cc2)CC1 (stereo unspecified)	3.5%	-5.4%	-5.0%	-10.5%	-6.7%	-2.6%	-2.4%	-16.7%
CC(=O)c1n[nH]nc1Nc1nc(C)cc(C)n1	6.8%	3.9%	1.0%	-13.1%[10 µM]	4.5%	-3.7%	10.4%	-6.5%
CC12CCC(C(=O)N(NC(=O)c3ccc(O)cc3)C1=O)C2(C)C (stereo unspecified)	1.9%	2.8%	-21.3%	-0.6%	-7.3%	-7.5%	-1.1%	-8.2%
O=C(Cc1ccccc1)Nc1ccccc1C(=O)Nc1ccccc1	-8.4%	-1.2%	5.7%	·	2.9%	11.4%	-25.7%	29.2%
CCc1ccccc1N1CCN(S(=O)(=O)c2cc(OC)ccc2OC)CC1	-4.9%	-0.7%	-10.4%	20.5%[10 µM]	-22.5%	?	?	-5.0%
Cc1ccc(CNC(=O)c2ccc(OCC3CCCO3)cc2)cc1 (stereo unspecified)	6.0%	9.1%	2.3%	9.3%[10 µM]	2.5%	4.9%	-13.4%	14.5%
Cc1cnc(C(=O)OCC(=O)Nc2ccc(Cl)cc2)cn1	2.2%	3.8%	-5.6%	17.0%[10 µM]	-4.0%	12.2%	-1.9%	-62.0%[inhibitor]
CCOc1ccc(NC(=O)NCCCN2CCCC2)cc1	9.5%	-11.9%	?	2.2%	-16.0%	-2.2%	22.4%	-12.7%
C=CCNC(=O)/C(C#N)=C/c1ccccc1Cl	10.7%	-3.1%	-1.0%	?	11.4%	-3.5%	4.9%	-0.8%
C/C(=N\Nc1ccc(Cl)c(C(=O)O)c1)c1cccc([N+](=O)[O-])c1	-0.7%	-2.9%	?	-5.3%[10 µM]	-17.2%	·	8.7%[9.22 µM]	·
CS(=O)(=O)Nc1c(O)ccc2c1CCC[C@H]2C1=NCCN1	6.4%	12.0%	-10.3%	7.0%	-8.1%	5.7%	·	·
O=C(/C=C\c1ccco1)c1ccc(NC(=O)c2ccco2)cc1	-12.4%	?	?	-3.3%[10 µM]	?	?	4.7%[9.22 µM]	·
COc1cccc(C(=O)COC(=O)c2cc(-c3cccs3)nc3ccccc23)c1	?	·	-22.5%	·	?	·	·	-0.3%
Cc1cc(NC(=O)/C=C\C(=O)O)c([N+](=O)[O-])cc1C	2.9%	-2.2%	-10.7%	-16.8%[10 µM]	-3.1%	·	-16.4%[9.22 µM]	·

Two neighbouring compounds from above:
SMILES	Tau fibril FP	KDM4E inh	Tau fibril ThT	HTT ATP protect	Tau fluor cs	ALDH1A1 inh	HTT aggregate	SMN2 splice up
CCOc1ccc(NC(=O)NCCCN2CCCC2)cc1	9.5%	-11.9%	?	2.2%	-16.0%	-2.2%	22.4%	-12.7%
C=CCNC(=O)/C(C#N)=C/c1ccccc1Cl	10.7%	-3.1%	-1.0%	?	11.4%	-3.5%	4.9%	-0.8%

Not all compounds are listed (hit frequency here may not be typical).
